# Screening results: PubChem, several laboratories
# CAL PDZ inh: CAL PDZ peptide-binding inhibitors, primary screen, biochemical, fluorescence polarization, Cer-tagged CAL PDZ, HTS; Golgi-associated PDZ and coiled-coil motif-containing protein (Homo sapiens), Q9HD26; purified CAL PDZ, TMR-peptide fluorescence polarization, 1 h; inhibition, % at 20 µM; 330,000 tested, 0.02% active; AID 504414, 2011;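 active = highest replicate inhibition of at least 40%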;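 note: plate controls were DMSO neutral control wells for no effect and unlabeled competitor peptide control wells for full effect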
#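 Assay system – tagged CAL PDZ protein CerCALP, purified · Timing – 1 h at RT · Compound – single point, 20 µM · Measured by – fluorescence polarization from S- and P-plane intensities, G-factor corrected · Evaluation – inhibition from polarization loss · Probe or stimulus – TMR reporter peptide T*-PRC34 · Buffer or medium – pH 7.4 phosphate-saline buffer, reducing agent, detergent, IgG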
# DAGLB inh: DAGLB lipase inhibitors, primary screen, biochemical, fluorescence, HTS. HEK293T DAGLB membrane lysate, EnzChek fluorogenic substrate. 340,000 tested, 0.059% active. AID 504411, 2011. inhibition, % at 5.17 µM; in the data active = inhibition above about 34%;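 note: 0% = enzyme with vehicle and 100% = wells lacking enzyme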
# Target sequence (Q8NCG7 whole entry, looked up): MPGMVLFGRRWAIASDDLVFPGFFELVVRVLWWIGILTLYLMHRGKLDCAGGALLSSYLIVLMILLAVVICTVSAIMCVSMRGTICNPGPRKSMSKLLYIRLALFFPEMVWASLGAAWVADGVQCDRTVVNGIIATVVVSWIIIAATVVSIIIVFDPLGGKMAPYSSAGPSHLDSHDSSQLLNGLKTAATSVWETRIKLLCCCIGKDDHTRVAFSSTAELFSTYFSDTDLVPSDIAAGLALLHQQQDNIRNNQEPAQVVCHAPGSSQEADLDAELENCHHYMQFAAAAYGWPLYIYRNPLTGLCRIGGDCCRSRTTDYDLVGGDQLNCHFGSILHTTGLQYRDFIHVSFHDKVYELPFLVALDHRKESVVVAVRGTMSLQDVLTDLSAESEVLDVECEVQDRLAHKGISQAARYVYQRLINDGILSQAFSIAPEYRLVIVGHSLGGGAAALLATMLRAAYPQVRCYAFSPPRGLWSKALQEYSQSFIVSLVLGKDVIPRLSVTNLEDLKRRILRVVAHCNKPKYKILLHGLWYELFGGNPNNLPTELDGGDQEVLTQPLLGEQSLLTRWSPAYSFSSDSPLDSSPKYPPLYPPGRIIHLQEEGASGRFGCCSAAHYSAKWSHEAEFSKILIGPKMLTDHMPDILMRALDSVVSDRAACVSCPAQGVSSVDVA
# phage Ecoli inh: growth loss of phage-infected E. coli, primary screen, RecBCD inhibitor project, absorbance, with phage, HTS | inhibition, % at 11.9 µM | 360,000 tested, 0.26% active; in the data active = inhibition above about 11%
# PvdQ inh: P. aeruginosa PvdQ acylase inhibitors, primary screen, biochemical, fluorescence, plate reader and imaging, single point; PvdQ acylase [Pseudomonas aeruginosa LESB58]; purified PvdQ acylase; inhibition, % at 10 µM; 340,000 tested, 0.063% active; in the data active = inhibition above about 30%, passing the limit was not always enough;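 note: 0% = vehicle neutral wells and 100% = reference inhibitor wells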
# Wnt bcat act: Wnt/beta-catenin pathway activators, primary screen, cell-based, plate reader, single point; Wnt/beta-catenin reporter cell assay, activator; activation, % at 9.35 µM; 300,000 tested, 1.2% active; AID 743398, 2014; in the data active = activation above about 30%, passing the limit was not always enough;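 note: 0% = neutral control wells and 100% = positive control wells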
# AddAB inh: growth inhibition of E. coli expressing H. pylori AddAB, primary screen, AddAB inhibitor project, absorbance | inhibition, % at 11.9 µM | 330,000 tested, 0.29% active; in the data active = inhibition above about 12%;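 note: 0% = vehicle wells of infected cells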
# PfHsp90 set2: growth inhibition of PfHsp90-expressing yeast, primary screen, antimalarial PfHsp90 inhibitor project, S. cerevisiae, BacTiter-Glo luminescence, single point, set 2. inhibition, % at 9.4 µM. BacTiter-Glo ATP, 48 h; yeast lacking PDR1 and PDR3 efflux regulators. 310,000 tested, 0.32% active;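 active = every replicate shows inhibition above about 80%, whatever the replicate mean, limit read from the data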;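 note: 0% = DMSO neutral controls and 100% = 20 µM radicicol positive controls; yeast relying on Plasmodium falciparum Hsp90 in place of its own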
# Ecoli viability: E. coli V3065 growth inhibition, primary screen, counter-screen for AddAB inhibitor project, absorbance, OD600; 330,000 tested, 0.27% active; AID 449728, 2010; inhibition, % at 11.9 µM; 18 h;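 active = inhibition above the campaign's mean inhibition across all tested compounds plus 3 SD, cut at about 9.9% in these data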;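 note: uninfected addAB+ strain grown without phage in ampicillin broth; 0% = DMSO wells and 100% = ciprofloxacin 0.95 µg/ml wells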
# Tat export inh: E. coli Tat export inhibitors, primary screen, MC4100, TorA-mCherry reporter, fluorescence, single point; AID 488895, 2010; 340,000 tested, 0.036% active; inhibition, % at 10 µM;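 active = mean replicate inhibition at least 50% and at least half of replicates individually reaching 50%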;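 note: exported cargo escapes ClpAP degradation while cytoplasmic cargo is degraded and loses fluorescence; 0% = median of neutral control wells and 100% = median of NaSCN control wells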
# Rtt109 Vps75: inhibitors of C. albicans Rtt109/Vps75 HAT, primary screen, biochemical, ThioGlo CoA-SH fluorescence, plate reader; Histone acetyltransferase RTT109 (Candida albicans (strain SC5314 / ATCC MYA-2876)), …; purified Rtt109/Vps75, 4 h; inhibition, % at 34.9 µM; 330,000 tested, 0.16% active;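 active = inhibition of at least 50% in every replicate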
# Target sequence (Q5AAJ8 whole entry, looked up): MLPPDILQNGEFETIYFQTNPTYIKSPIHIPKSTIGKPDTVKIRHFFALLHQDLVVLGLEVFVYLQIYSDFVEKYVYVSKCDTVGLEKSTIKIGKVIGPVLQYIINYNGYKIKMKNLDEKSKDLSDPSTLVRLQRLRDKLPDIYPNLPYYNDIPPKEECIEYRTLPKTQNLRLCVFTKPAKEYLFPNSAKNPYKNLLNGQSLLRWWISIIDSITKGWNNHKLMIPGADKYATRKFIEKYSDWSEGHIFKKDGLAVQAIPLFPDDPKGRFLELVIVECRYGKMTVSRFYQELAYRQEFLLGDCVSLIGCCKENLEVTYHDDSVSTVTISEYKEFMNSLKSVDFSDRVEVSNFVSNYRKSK
# The depositor's hits bear a star; x = no result given.
SMILES,CAL PDZ inh,DAGLB inh,phage Ecoli inh,PvdQ inh,Wnt bcat act,AddAB inh,PfHsp90 set2,Ecoli viability,Tat export inh,Rtt109 Vps75
CC(C)(C)NC(=O)C(=O)NN=C1CCCCCC1,-1.6,0,0.1,-6,-1,-0.6,-9,0.0,1,5
O=C(c1ccc(Cl)cc1)N1N=CCC1(O)c1ccc(Cl)cc1 (stereo unspecified),-2.6,-9,-1.6,-8,0,2.0,19,0.0,2,7
C1CC(CN2CCOCC2)CN(c2nc3nonc3nc2N2CCSCC2)C1 (stereo unspecified),0.6,-2,2.5,6,-1,2.4,15,3.8,-14,20
N#Cc1ccc(N2C(=O)[C@@H]3C(C(=O)c4cnccn4)=NN[C@@H]3C2=O)cc1,x,x,0.9,x,-1,0.7,x,0.6,x,x
Cc1[nH]nc2c1C(c1cc(Br)cs1)C(C#N)=C(N)O2 (stereo unspecified),-1.2,2,1.3,-22,-4,0.5,-27,-1.3,-3,-6
O=C(Nc1ncccc1O)c1cc2ccccc2o1,-2.0,4,2.0,-2,55*,2.5,x,0.7,0,-3
CCS(=O)(=O)N1CCC(C(=O)N2CCOCC2)CC1,-2.4,-2,1.2,-5,0,0.0,1,-0.2,4,-24
Cc1cccc(NC(=O)Cn2cc(C(=O)c3ccco3)c3ccccc32)c1,-2.0,-11,16*,2,x,14*,0,17*,-24,4
Cc1nnc(SCC(=O)c2ccc(Cl)cc2)s1,-0.2,-1,2.6,-9,8,2.4,2,-0.2,12,0
Cc1ccc(N2C(=O)C(Cl)=C(N3CCCCCC3)C2=O)c(C)c1,-0.6,-11,0.6,10,4,-1.8,-10,-0.8,0,6
O=C(N=Nc1c(O)[nH]c2ccccc12)c1cccs1,-1.9,1,4.2,-8,35*,1.3,-20,-0.4,9,x
NS(=O)(=O)c1ccc(NC(=O)COC(=O)CCc2nc3ccccc3c(=O)[nH]2)cc1,-1.2,3,2.7,-8,1,1.8,-9,-1.4,-2,-2
CCN(CC)CCC=C(c1cccs1)c1cccs1,-0.5,3,3.3,-14,-4,x,x,x,13,3
COc1ccc(/C(O)=C2/C(=O)C(=O)N(CCCN3CCOCC3)C2c2ccc(C(C)C)cc2)cc1 (stereo unspecified),-9.4,0,2.8,-10,-1,x,26,x,6,-4
COC(=O)Nc1ccc(S(=O)(=O)N2CCCc3cccc(O)c32)cc1,-0.4,4,2.5,9,-2,0.1,0,-2.4,3,-3
Cc1cc(NC(=O)CCCn2nc([N+](=O)[O-])c(Br)c2C)no1,-1.1,2,2.5,-11,1,2.1,-11,4.5,0,-7
COCCN(C(=O)C(F)(F)F)C(C(=O)NC1CCCCC1)c1ccco1 (stereo unspecified),0.1,1,2.1,-11,x,1.1,7,0.9,-10,1
COCCNC(=O)c1cn(C(C)c2ccccc2F)nn1 (stereo unspecified),x,x,2.2,x,0,0.1,x,0.1,x,x
c1ccc(-c2csc(N3CCCCCC3)n2)cc1,1.3,-6,2.5,-9,x,0.4,-7,-2.8,-6,-2
N#Cc1c(N)nc2c(c1N)CC(=O)N2c1ccc(Cl)cc1,-2.0,1,x,-15,4,-0.3,22,-0.8,-2,2
CC(=O)COC(=O)C1CCN(S(=O)(=O)c2cc([N+](=O)[O-])ccc2Cl)CC1,-2.2,-4,1.9,0,7,1.1,-3,0.4,-6,5
COc1ccc(/C=N/NC(=O)CCn2c3ccccc3c3ccccc32)cc1O,-2.5,1,2.0,-1,x,0.1,0,0.9,27,-10
COc1ccc(-c2[nH]ncc2CN2CCN(Cc3cccs3)CC2)c(F)c1,-0.8,-2,2.7,-12,1,-1.2,x,-1.3,-6,-15
CN(C)c1ccc(C(=S)N2CCN(C(=S)Nc3ccccc3)CC2)cc1,-1.7,-2,1.6,-22,-1,5.0,2,0.7,4,-4

# Single records (already shown).
# COc1ccc(/C(O)=C2/C(=O)C(=O)N(CCCN3CCOCC3)C2c2ccc(C(C)C)cc2)cc1 (stereo unspecified) across the screens: CAL PDZ inh: -9.4; DAGLB inh: 0; phage Ecoli inh: 2.8; PvdQ inh: -10; Wnt bcat act: -1; AddAB inh: x; PfHsp90 set2: 26; Ecoli viability: x; Tat export inh: 6; Rtt109 Vps75: -4
# CCN(CC)CCC=C(c1cccs1)c1cccs1 across the screens: CAL PDZ inh: -0.5; DAGLB inh: 3; phage Ecoli inh: 3.3; PvdQ inh: -14; Wnt bcat act: -4; AddAB inh: x; PfHsp90 set2: x; Ecoli viability: x; Tat export inh: 13; Rtt109 Vps75: 3
# COC(=O)Nc1ccc(S(=O)(=O)N2CCCc3cccc(O)c32)cc1 across the screens: CAL PDZ inh: -0.4; DAGLB inh: 4; phage Ecoli inh: 2.5; PvdQ inh: 9; Wnt bcat act: -2; AddAB inh: 0.1; PfHsp90 set2: 0; Ecoli viability: -2.4; Tat export inh: 3; Rtt109 Vps75: -3

# New compounds follow:
SMILES,CAL PDZ inh,DAGLB inh,phage Ecoli inh,PvdQ inh,Wnt bcat act,AddAB inh,PfHsp90 set2,Ecoli viability,Tat export inh,Rtt109 Vps75
Cc1ccc(NC(=O)C2CC(=O)N(C(C)C)C2)cc1C (stereo unspecified),-0.8,-2,-1.3,-17,2,1.0,13,0.2,4,0
CCOCCCNC(=O)C1CCCN(S(=O)(=O)c2cccc3nsnc23)C1 (stereo unspecified),-2.0,2,-1.8,-18,1,3.7,-3,1.6,5,-2
COc1cccc(CNC(=O)COC(=O)CCc2cc(OC)c(OC)c(OC)c2)c1,-0.5,-3,1.5,-15,-3,1.8,19,0.5,-2,-1
Cc1csc(CN(C)C(=O)CC2C(=O)NCCN2CC(C)(C)C)n1 (stereo unspecified),0.7,1,2.4,-10,-1,3.5,-6,1.2,-10,3
C=CCN1C(=O)C(CC(=O)Nc2ccccc2)N(Cc2ccccn2)C1=S (stereo unspecified),-0.5,1,2.6,1,3,-0.2,x,-0.6,3,0
Cc1ccc(S(=O)(=O)CC(c2ccccc2)N2CCOCC2)cc1 (stereo unspecified),-1.8,-1,0.0,4,x,4.5,-21,3.2,-2,41
OC1(c2ccccc2)CCN(Cc2ccccc2)C2CCCCC21 (stereo unspecified),-0.5,-2,-0.1,-8,-8,6.1,-7,3.5,-1,6
COc1ccc(/C=C(\NC(=O)c2ccco2)C(=O)NCc2ccco2)cc1,-1.6,2,1.0,-6,3,0.6,25,2.1,-4,-4
CC(C)Nc1nc(NC(C)(C)C)nc(Oc2ccc(=O)n(C)n2)n1,0.8,0,3.9,0,1,1.0,7,-0.6,-14,8
Cc1ccc(C(=O)CSc2ccc(-c3cccnc3)nn2)cc1,-0.7,-8,2.5,-12,4,0.6,-5,1.8,6,2
COc1cc(SC#N)ccc1N=Cc1c(C)[nH]n(-c2ccc(C)cc2C)c1=O,x,-8,2.9,-6,x,2.5,-23,0.9,2,10
Cc1ccc(NC(=O)[C@H](CC(C)C)NC(=O)[C@@H]2Cc3ccccc3CN2)cc1,-1.5,0,2.7,-6,-1,4.2,-71,-1.0,4,8
Cc1cc(OCC(O)CN2CCc3ccccc3C2)ccc1Cl (stereo unspecified),x,-6,-0.7,-17,1,4.7,-11,0.5,2,7
CCOC(=O)c1ccc2[nH]c3c(c2c1)CN(C)CC3,-0.7,-1,1.9,-13,0,2.2,-7,-0.8,-6,-9
COc1ccc(-c2cc(C(=O)NC(C(=O)O)C(C)C)c(C)o2)cc1OC (stereo unspecified),-0.6,0,2.2,-6,19,0.3,-29,-0.3,-2,-8
Cc1cc(C)cc(NC(=O)c2ccc(CSc3nnc(C)s3)cc2)c1,-2.3,-1,0.1,0,-1,-0.5,14,1.4,7,15
C=CCn1c(SCC2CCCCO2)nc2sc(CC)cc2c1=O (stereo unspecified),-2.2,-10,1.1,4,-1,0.2,-3,2.5,11,13
Nc1nonc1-n1nnc(C(=O)N/N=C/c2ccc(Cl)cc2)c1-c1ccc2c(c1)OCO2,-0.2,2,1.0,1,2,3.7,-32,-1.3,-6,2
O=C1C(Nc2ccccc2)=CC(c2ccc(O)cc2)N1c1ccccc1 (stereo unspecified),-2.5,1,2.5,2,2,1.8,-2,1.8,-1,14
Cc1ccc(NC(=O)CCn2cccc2)cc1F,-1.2,-3,3.6,-13,7,3.3,-22,2.0,-7,-4
Cc1ccc(CNC(=O)Nc2ccc(OC(F)(F)F)cc2)n1C,0.4,3,5.2,-6,6,-1.5,8,-5.0,-4,-5
Cc1ccc(N(CC(=O)NCCSc2nc3ccccc3s2)S(=O)(=O)c2ccccc2)c(C)c1,0.0,-17,6.3,-15,-1,1.9,-69,0.0,9,0
O=c1ncn(-c2cccc(Cl)c2)c2ccccc12,-0.9,4,0.9,-2,44*,0.5,13,-1.6,15,2
CCOC(=O)c1c(NC(=O)COC(=O)c2nccnc2N)sc(C(=O)N(C)C)c1C,-1.8,-1,0.1,4,-5,0.9,x,-1.2,-5,4
COc1ccc(CCNC(=O)C2CCN(Cc3nc(-c4ccccc4F)oc3C)CC2)cc1OC,-0.9,2,1.7,11,0,2.2,6,4.5,6,-2
CC1(C(=O)CSc2nc3ccccc3s2)CCC(=O)O1 (stereo unspecified),-1.1,-1,1.7,-14,x,-1.6,13,1.5,17,3
COc1ccccc1C(CNC(=O)C1COc2ccccc2O1)N1CCCC1 (stereo unspecified),-1.1,-2,3.5,-8,3,1.7,-13,2.5,10,-3
Cc1ccc(NS(=O)(=O)c2ccccc2)c(NS(=O)(=O)c2ccccc2)c1,-1.1,12,3.0,9,-1,x,9,x,1,-6
COc1ccc(CN2C(=O)CNC2=S)cc1,-1.3,-5,2.1,-6,2,3.0,4,1.9,0,0
CCc1ccccc1OCC(=O)Nc1ccc(S(N)(=O)=O)cc1,-0.4,-4,4.8,-1,-2,2.1,14,-0.6,-2,-1
COc1ccc(-n2cnc3ccccc32)cc1,-2.4,2,2.8,-5,-1,-0.8,8,-1.6,-4,-7
Cc1nc2scc(-c3ccc(C(C)C)cc3)c2c(=O)n1N,-0.6,x,3.6,-5,-1,0.2,37,-0.7,3,-1
Cn1c(=O)c(=O)n(C)c2cc(S(=O)(=O)NCCOc3ccccc3Cl)ccc21,-3.2,-3,1.8,-8,-11,-0.9,4,-1.5,0,-15
Cc1noc(C)c1CSc1nnc2sc3ccccc3n12,-1.9,0,1.5,-16,-2,4.8,16,0.4,-2,11
CCOC(=O)N1CCC(NC(=O)c2ccc(CS(=O)c3ccc(Cl)cc3)o2)CC1 (stereo unspecified),-1.4,1,-0.5,-3,1,2.5,-1,0.6,-2,-8
CCC1(c2ccccc2)NC(=O)N(CC(=O)Nc2ccc(N3CCOCC3)cc2)C1=O (stereo unspecified),-0.5,0,3.4,0,-4,1.0,22,2.1,10,-4

# The order is random. About 1.9% of those tested had a hit in this group.
